Screening results as filed in PubChem BioAssay.
TGFb inhibitor: inhibitors of TGF-b signaling. HepG2 CAGA-GFP TGF-b/SMAD3 reporter, GFP fluorescence, 18 h; TGF-beta stimulated, 500 pg/mL final. Potency, µM (top dose mostly 46.1 µM), for the others: at the top dose activity, negative = inhibition, actives largely listed as inhibitors. 410,000 tested, 1.2% active; also: potency is read from the fitted curve at half-maximal effect; % is scaled to controls: 0 for no effect and ±100 for the full control effect; nearly all actives have a fitted effect of over 65% in size
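Smad-responsive CAGA-GFP expression was quantified in HEPG2 cells exposed to compounds and 500 pg/mL final TGF-beta for 18 h at 37 degrees C; unstimulated wells defined full inhibition.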
Nrf2 ARE act: Nrf2 pathway activation; Potency, µM (highest dose often 46.1 µM), inactives show top-dose activation, usual class: activators; 410,000 tested, 0.31% active; AID 624171; AREc32 ARE-luciferase reporter (MCF7-derived line), luminescence, 24 h; also: potency is read from the fitted curve at half-maximal effect; % of control where 0% means no effect; nearly all actives have a fitted effect of over 65% in size
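Luminescent ARE reporter assay in AREc32_Fluc cells: overnight plating at 37 deg C, 24 hr compound incubation, Steady-Glo added, 30 min RT before reading.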
IL2 activator: activates IL-2 in a cell-based reporter assay; activation, % (series mostly up to about 46 µM); AID 652025; IL-2 activation reporter assay, cell-based qHTS; stimulated with anti-CD3/CD4/CD28 beads; in transgenic mouse T cells; 360,000 tested, 0.065% active; in the data active = activation above about 50%; inconclusive = mostly about 30% to 49%; also: 0% is about no effect
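Unstimulated transgenic mouse T cells, 750 per well, received compound and, after 60 minutes, anti-CD3/anti-CD4 bead plus anti-CD28 stimulation. EGFP and DsRed were quantified after 18 hours.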
HepG2 viability: kills HepG2 cells in TGF-b inhibitor counter-screen; 410,000 tested, 0.76% active; HepG2 CAGA-GFP viability, ATP luminescence, 18 h; Potency, µM (titrated, usually from 46.1 µM), for the others: at the highest dose activity change, negative = cytotoxicity, actives largely listed as cytotoxic; AID 588856; also: potency is read from the fitted curve at half-maximal effect; some results filed as inactive show a strong effect at the top dose
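HepG2 CAGA-GFP cells (1000/well, DMEM with 1% FBS) received compound, then TGF-beta at 500 pg/mL final, and were incubated 18 hours at 37 degrees C. Viability was read by CellTiter-Glo luminescence. Media-only wells were set as complete cell-killing and DMSO as no toxicity.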
Nrf2 block: blocks Nrf2 signaling; A549 ARE-Fluc reporter, luciferase luminescence, 18-24 h; Potency, µM (series often up to 46 µM), for inactives: at the highest dose activity change, negative = inhibition, most hits filed as inhibitors; 360,000 tested, 2.1% active; also: potency is read from the fitted curve at half-maximal effect; % is scaled to controls: 0 for no effect and ±100 for the full control effect; nearly all actives have a fitted effect of over 60% in size
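Concentration-response testing used A549 ARE_Fluc cells at 5000 cells/well. Following an 18-24 h compound incubation, viability was read by fluorescence (Ex 405/Em 525) and luciferase output by luminescence.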
ATXN2 expr inh: reduces ATXN2 reporter expression in HEK-293 cells; 360,000 tested, 0.72% active; HEK-293 ATXN2-luciferase reporter, luminescence, 24 h; AID 1745845; Potency, µM (highest dose often 57 µM), for inactives: at the highest dose activity change, negative = inhibition, most hits filed as inhibitors; also: potency is read from the fitted curve at half-maximal effect; % is scaled to controls: 0 for no effect and ±100 for the full control effect; nearly all actives have a fitted effect of over 55% in size
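ATXN2-luciferase reporter cells (luciferase flanked by upstream and downstream ATXN2 gene portions) were treated 24 h at 37 °C with compounds at up to 57 uM. SteadyGlo luminescence gave expression; GF-AFC fluorescence gave viability.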
A549 tox: A549 cytotoxicity, counter-screen for Nrf2 inhibitors; A549 ARE-Fluc cells, CellTiter-Fluor viability, 18-24 h; Potency, µM (highest dose often 46 µM), for inactives: at the top dose activity change, negative = cytotoxicity, most hits filed as inhibitors; 390,000 tested, 0.16% active; AID 504648; also: potency is read from the fitted curve at half-maximal effect; % is scaled to controls: 0 for no effect and ±100 for the full control effect
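A549 ARE-Fluc cells in 5% FBS OPTI-MEM, 5000 cells/well, rested 2 h then exposed to compounds in concentration-response for 18-24 h at 37 °C. Viability by CellTiter-Fluor fluorescence (Ex 405/Em 525) after 30 min; luciferase luminescence (BugLite, 15 min, RT) read afterwards.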
ATXN viability: viability counter-screen for ATXN expression inhibitors. S2 cells (HEK-293 line with an ATXN2-luciferase reporter) viability, CellTiter-Fluor protease fluorescence, 24 h. Potency, µM (titrated, usually from 56.7 µM), usual class: cytotoxic. 400,000 tested, 0.49% active; also: potency is read from the fitted curve at half-maximal effect; nearly all actives have a fitted effect of over 40% in size
EPAC2 agonist: EPAC2 (human) agonism; Q8WZA2; EPAC2 activation, biochemical qHTS; response scale: 100% = 6.5 mM cAMP response; Potency, µM (titrated, usually from 154 µM), for the others: at the highest dose activation, usual class: activators; 360,000 tested, 0.079% active; AID 720711; also: potency is read from the fitted curve at half-maximal effect; nearly all actives have a fitted effect of over 50% in size
Target sequence (Q8WZA2 whole entry, looked up): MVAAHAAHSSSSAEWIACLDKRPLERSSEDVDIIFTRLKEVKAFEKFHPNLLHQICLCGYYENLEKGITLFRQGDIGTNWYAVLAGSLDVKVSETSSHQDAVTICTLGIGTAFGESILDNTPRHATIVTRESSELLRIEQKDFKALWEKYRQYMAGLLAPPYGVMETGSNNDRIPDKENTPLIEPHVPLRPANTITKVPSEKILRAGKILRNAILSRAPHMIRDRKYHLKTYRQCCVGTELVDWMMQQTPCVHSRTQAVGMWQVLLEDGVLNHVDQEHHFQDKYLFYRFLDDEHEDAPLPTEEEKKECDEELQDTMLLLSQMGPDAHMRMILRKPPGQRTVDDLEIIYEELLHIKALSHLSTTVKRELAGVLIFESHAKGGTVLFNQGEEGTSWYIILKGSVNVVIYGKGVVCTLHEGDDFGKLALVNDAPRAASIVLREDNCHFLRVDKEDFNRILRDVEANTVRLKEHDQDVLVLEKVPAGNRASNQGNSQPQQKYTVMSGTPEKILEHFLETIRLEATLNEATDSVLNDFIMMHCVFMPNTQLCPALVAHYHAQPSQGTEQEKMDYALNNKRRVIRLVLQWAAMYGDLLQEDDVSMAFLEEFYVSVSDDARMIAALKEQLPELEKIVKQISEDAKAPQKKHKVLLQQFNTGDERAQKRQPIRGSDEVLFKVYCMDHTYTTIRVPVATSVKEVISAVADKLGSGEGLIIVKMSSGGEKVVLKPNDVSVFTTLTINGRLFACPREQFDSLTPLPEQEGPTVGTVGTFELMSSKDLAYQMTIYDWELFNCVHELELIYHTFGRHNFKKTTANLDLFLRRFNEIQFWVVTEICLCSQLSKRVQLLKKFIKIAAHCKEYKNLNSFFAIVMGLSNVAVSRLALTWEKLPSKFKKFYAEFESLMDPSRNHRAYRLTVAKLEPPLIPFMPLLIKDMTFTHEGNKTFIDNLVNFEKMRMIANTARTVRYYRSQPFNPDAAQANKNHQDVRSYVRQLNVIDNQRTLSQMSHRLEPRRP
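qHTS, titration series. 100 nM EPAC2 / 250 nM Rap1B-BODIPY-GDP / 50 uM GDP; RT; ex 480/em 540 nm, 5-min reads to 30 min. Norm. to 6.5 mM cAMP = activation.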
Active calls of the source: *; i = inactive; ? = inconclusive; . = no result given; & = joins results of further samples; [ ] = remark or other dose. Unless noted, calls follow the shape of the dose curve; as a rule, active = well fitted curve in the direction sought with a large enough effect; inconclusive = small, poorly fitted or top-dose-only effect, or another doubt; inactive = no such curve, though single readings can be large; an effect the other way counts as inactive or inconclusive.

1. O=C(NCC(=O)N1CCN(S(=O)(=O)c2ccc3c(c2)OCCO3)CC1)c1ccccc1Cl
2. CCOC(=O)N/N=C\c1ccc(-c2cc(Cl)ccc2Cl)o1
3. COc1ccc(Cl)cc1-c1cc(C(=O)N[C@H](C)c2ccccc2)[nH]n1
4. COC(=O)[C@@]12CCCCN1[C@H](c1ccc(-c3cccc(Cl)c3)c(OC)c1)[C@@H]1C(=O)N(C)C(=O)[C@@H]12
5. CCCCc1nc2sc3c(=O)n(N)cnc3c2c2c1CCCC2
6. CC(C)(C)C(=O)N1CCN(c2nc3ccccc3o2)CC1
7. COC(=O)c1sccc1NC(=S)N1CCCCC1
8. COc1ccc(CNC(=O)C2CCCN(S(=O)(=O)N3CC(C)CC(C)C3)C2)c(OC)c1 (configuration not stated)
Assay by compound,1,2,3,4,5,6,7,8
ATXN viability,i,i,i,?,i,i,i,i
TGFb inhibitor,0%,11%,-3%,?,-6%,7%,1%,-11%
IL2 activator,-0.3,1.6,0.1,-2.8,-2.7,-2.6,1.4,-4.7
HepG2 viability,-3%,-13%,-15%,-20%,-3%,-1%,-20%,3%
ATXN2 expr inh,-14%,-14%,-7%,0%,.,3%,-4%,10%
Nrf2 ARE act,3.9%,2.9%,10%,-2.3%,-0.7%,0.1%,-0.6%,-0.7%
A549 tox,-3%,10%,.,-16%,-8%,-2%,-9%,1%
Nrf2 block,12µM*,?,.,?,0%,-8%,-8%,0%
EPAC2 agonist,7%,-13%,7%,8%,0%,3%,3%,5%

9. Cc1ccccc1Cn1c2ccccc2c2cnn(CC(=O)NCCCc3ccccc3)c(=O)c21
10. CC(C)(C)NC(=O)C(c1cccs1)N(CC1CCCO1)C(=O)Cn1nnc(-c2cccs2)n1 (configuration not stated)
11. O=C(CCCc1c[nH]c2ccccc12)NCc1ccccc1F
12. O=C(Cn1cnc2ccccc2c1=O)NCCC(=O)N1CCN(c2ccccc2)CC1
13. O=C(CCNC(=O)N1CC(=O)Nc2ccccc21)NCc1ccccc1
14. Fc1ccccc1/C=N/Nc1nn[nH]n1
15. NC(=S)Nc1cc(Cl)cc(Cl)c1
16. CC(=O)Nc1cccc(Oc2nc(NCCN(C)C)nc3ccsc23)c1
Assay by compound,9,10,11,12,13,14,15,16
ATXN viability,i,i,i,i,i,i,i,i
TGFb inhibitor,0%,0%,-22%,8%,0%,1%,-16%,17%
IL2 activator,.,0.8,1.0,-1.0,-0.9,0.0,-2.5,0.1
HepG2 viability,2%,5%,-21%,-21%,3%,6%,1%,-2%
ATXN2 expr inh,-11%,4%,-3%,-5%,.,13%,-25%,-3%
Nrf2 ARE act,-0.6%,-0.8%,-0.1%,-0.5%,2.3%,0.2%,2.5%,0.0%[9.22 µM]
A549 tox,3%,-10%,11%,-6%,.,-2%,2%,.
Nrf2 block,2%,2%,?,14%,.,9%,?,.
EPAC2 agonist,.,8%,11%,3%,9%,0%,12%,6%

17. O=C(NC1CCCCCC1)c1ccc(CS(=O)c2ccc(Br)cc2)o1 (configuration not stated)
18. CC(C)c1nc2oc3c(N4CCNCC4)ncnc3c2c2c1CCC2
19. O=C1[C@H](Cc2ccccc2)NCCCC[C@H](c2ccc(Cl)cc2)N1Cc1ccc(Cl)cc1
20. Cc1ccc(NS(=O)(=O)c2ccc(-c3cnc(C4CC4)o3)cc2)cc1N(C)C
21. CC(C)CCNC(=O)CCn1c(=O)c2cccn2c2cccnc21
22. CC(=O)c1cccc(NC(=O)C(CC(C)C)NS(=O)(=O)c2ccc3c(c2)CCN3C(C)=O)c1 (configuration not stated)
23. COc1c(F)c(F)c(-c2csc(N)n2)c(F)c1F
24. CCCN(CCC)C(=O)Cn1c(SCc2cccc(F)c2)nc2cccnc21
Assay by compound,17,18,19,20,21,22,23,24
ATXN viability,i,i,?,i,.,i,?,.
TGFb inhibitor,?,7%,?,10µM*,1%,-15%,-16%,-38%
IL2 activator,.,-0.4,-0.5,.,.,.,0.9,.
HepG2 viability,-26%,0%,-20%&-20%,-32%,-3%,-17%,8%,-32%
ATXN2 expr inh,-23%,-5%,-21%,?,.,12%,19%,.
Nrf2 ARE act,-0.7%,0.2%,-0.1%,0.5%,8.1%,0.1%,0.1%,0.4%
A549 tox,18%,-1%,-6%,-8%,-4%,?,5%,-2%
Nrf2 block,6%,12%,-7%,.,12%,15%,17%,-20%
EPAC2 agonist,.,-2%,-3%,.,.,.,-3%,.

25. O=c1cc(O)nc(-c2ccc(Cl)cc2)s1
26. CCc1nc2ccccc2c(C(=O)OCC(=O)N(C)Cc2ccccc2)c1C
27. O=C1c2ccccc2NC2(CCCCC2)N1c1ccc(O)cc1
28. CCc1ccc(OCC(=O)N2CCN=C2c2ccccc2)cc1
29. COC(=O)c1c(N)sc(C(=O)NCCc2ccccc2)c1C
30. CCOC(=O)n1c(=O)n(Cc2ccccc2C)c2ccccc21
31. C[C@H](NC(=O)C1CC(=O)N(c2ccc3c(c2)OCCO3)C1)C(=O)NCc1ccco1 (some centres not stated)
32. N#Cc1ccc(C(=O)NCC2CCCCC2)cc1
Assay by compound,25,26,27,28,29,30,31,32
ATXN viability,i,i,i,i,i,i,i,i
TGFb inhibitor,-4%,-2%,-21%,0%,0%,2%,10%,-13%
IL2 activator,-0.7,0.1,0.5,-1.6,-0.2,0.3,-3.0,5.5
HepG2 viability,8%,-32%,-12%,2%,-35%,20%,6%,-10%
ATXN2 expr inh,10%,-19%,16%,3%,3.5µM*,-8%,2%,27%
Nrf2 ARE act,3.9%,0.6%,2.4%,0.0%,-2.0%,1.9%,-0.3%,0.3%
A549 tox,-4%,-4%,10%,-3%,0%,-7%,1%,1%
Nrf2 block,?,?,.,23%,?,14%,6%,-11%
EPAC2 agonist,-5%,3%,4%,3%,-1%,5%,1%,-4%

Arranged by count of non-hydrogen atoms (falling): part of the list above.
9. Cc1ccccc1Cn1c2ccccc2c2cnn(CC(=O)NCCCc3ccccc3)c(=O)c21
13. O=C(CCNC(=O)N1CC(=O)Nc2ccccc21)NCc1ccccc1
28. CCc1ccc(OCC(=O)N2CCN=C2c2ccccc2)cc1
2. CCOC(=O)N/N=C\c1ccc(-c2cc(Cl)ccc2Cl)o1
23. COc1c(F)c(F)c(-c2csc(N)n2)c(F)c1F
Assay by compound,9,13,28,2,23
ATXN viability,i,i,i,i,?
TGFb inhibitor,0%,0%,0%,11%,-16%
IL2 activator,.,-0.9,-1.6,1.6,0.9
HepG2 viability,2%,3%,2%,-13%,8%
ATXN2 expr inh,-11%,.,3%,-14%,19%
Nrf2 ARE act,-0.6%,2.3%,0.0%,2.9%,0.1%
A549 tox,3%,.,-3%,10%,5%
Nrf2 block,2%,.,23%,?,17%
EPAC2 agonist,.,9%,3%,-13%,-3%

In the list so far, 2 contain two or more sulfur atoms.
7. COC(=O)c1sccc1NC(=S)N1CCCCC1
10. CC(C)(C)NC(=O)C(c1cccs1)N(CC1CCCO1)C(=O)Cn1nnc(-c2cccs2)n1 (configuration not stated)
Assay by compound,7,10
ATXN viability,i,i
TGFb inhibitor,1%,0%
IL2 activator,1.4,0.8
HepG2 viability,-20%,5%
ATXN2 expr inh,-4%,4%
Nrf2 ARE act,-0.6%,-0.8%
A549 tox,-9%,-10%
Nrf2 block,-8%,2%
EPAC2 agonist,3%,8%

(more compounds)
33. COc1ccc(CNC(=O)C(=O)NCCC2CCCCN2S(=O)(=O)c2ccc(C)cc2)cc1 (configuration not stated)
34. O=C(Cn1c2ccccc2c(=O)c2ccccc21)Nc1ccccc1F
35. CC(O)CNCc1ccc(Cl)cc1Cl (configuration not stated)
36. O=C(c1ccccc1)c1ccc(OC(=O)N2CCCC2)cc1
37. N#Cc1ccc(C(=O)OCC(=O)N2CCN(C(=O)c3ccco3)CC2)cc1
38. CN1CCN(C(=O)c2ccccc2NC(=O)CCN2C(=O)c3ccccc3C2=O)CC1
39. O=C(NCc1ccccc1)C1=C[C@@H](c2coc3ccccc3c2=O)C[C@@H](OCCCCO)O1
40. Cc1cccc(C)c1NC(=O)CNC(=O)c1cnccn1
41. CC(C)[C@H](NC(=O)c1ccc(F)cc1)C(=O)N(C)Cc1cccs1
42. Cc1ccc(-n2c(C)cc(/C=C3/C(=N)N4C(c5ccccc5)=CSC4=NC3=O)c2C)cc1
43. COC(=O)c1cccc(NC(=O)c2cccnc2C(=O)O)c1C
Assay by compound,33,34,35,36,37,38,39,40,41,42,43
ATXN viability,i,i,i,i,i,i,i,i,i,i,i
TGFb inhibitor,-7%,-2%,-5%,-1%,19%,-15%,-14%,-19%,-11%,0%,4%
IL2 activator,-6.1,0.6,-3.4,-4.0,-0.4,-1.0,0.5,-0.3,-0.7,0.2,-1.1
HepG2 viability,7%,28%,-7%,5%,1%,5%,-17%,-10%,-11%,37%,14%
ATXN2 expr inh,-2%,-2%,-21%,45%[activator],-6%,-5%,0%,2%,9%,3%,-9%[11.3 µM]
Nrf2 ARE act,-0.3%,0.0%[9.22 µM],-0.1%,3.4%,-0.1%,-0.8%,-0.9%,-0.2%,-0.1%,0.2%,2.2%
A549 tox,-6%,16%,2%,-1%,-4%,-3%,-1%,-16%,2%,-3%,4%
Nrf2 block,-26%,-9%,-1%,?,0%,9%,-17%,1%,-11%,-5%,?
EPAC2 agonist,-11%,-10%,0%,1%,2%,0%,8%,13%,14%,16%,21%
